PLCb3 inh: PLC-beta3 (human) inhibition, primary screen. 0.18% of 370,000 active. inhibition, % at 12.2 µM. AID 720704. Q01970. Purified PLC-beta3, fluorogenic substrate, fluorescence; in the data active means inhibition above about 11%;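 further: 0% = median of compound wells on plate and 100% = full blocker control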
PLCg1 inh: blocks human PLC-gamma1 enzyme activity. purified PLC-gamma1, fluorogenic substrate, fluorescence. 0.84% of 370,000 active. inhibition, % at 12.2 µM. AID 720700; in the data active means inhibition above about 9.5%
Target sequence (P19174 whole entry, looked up): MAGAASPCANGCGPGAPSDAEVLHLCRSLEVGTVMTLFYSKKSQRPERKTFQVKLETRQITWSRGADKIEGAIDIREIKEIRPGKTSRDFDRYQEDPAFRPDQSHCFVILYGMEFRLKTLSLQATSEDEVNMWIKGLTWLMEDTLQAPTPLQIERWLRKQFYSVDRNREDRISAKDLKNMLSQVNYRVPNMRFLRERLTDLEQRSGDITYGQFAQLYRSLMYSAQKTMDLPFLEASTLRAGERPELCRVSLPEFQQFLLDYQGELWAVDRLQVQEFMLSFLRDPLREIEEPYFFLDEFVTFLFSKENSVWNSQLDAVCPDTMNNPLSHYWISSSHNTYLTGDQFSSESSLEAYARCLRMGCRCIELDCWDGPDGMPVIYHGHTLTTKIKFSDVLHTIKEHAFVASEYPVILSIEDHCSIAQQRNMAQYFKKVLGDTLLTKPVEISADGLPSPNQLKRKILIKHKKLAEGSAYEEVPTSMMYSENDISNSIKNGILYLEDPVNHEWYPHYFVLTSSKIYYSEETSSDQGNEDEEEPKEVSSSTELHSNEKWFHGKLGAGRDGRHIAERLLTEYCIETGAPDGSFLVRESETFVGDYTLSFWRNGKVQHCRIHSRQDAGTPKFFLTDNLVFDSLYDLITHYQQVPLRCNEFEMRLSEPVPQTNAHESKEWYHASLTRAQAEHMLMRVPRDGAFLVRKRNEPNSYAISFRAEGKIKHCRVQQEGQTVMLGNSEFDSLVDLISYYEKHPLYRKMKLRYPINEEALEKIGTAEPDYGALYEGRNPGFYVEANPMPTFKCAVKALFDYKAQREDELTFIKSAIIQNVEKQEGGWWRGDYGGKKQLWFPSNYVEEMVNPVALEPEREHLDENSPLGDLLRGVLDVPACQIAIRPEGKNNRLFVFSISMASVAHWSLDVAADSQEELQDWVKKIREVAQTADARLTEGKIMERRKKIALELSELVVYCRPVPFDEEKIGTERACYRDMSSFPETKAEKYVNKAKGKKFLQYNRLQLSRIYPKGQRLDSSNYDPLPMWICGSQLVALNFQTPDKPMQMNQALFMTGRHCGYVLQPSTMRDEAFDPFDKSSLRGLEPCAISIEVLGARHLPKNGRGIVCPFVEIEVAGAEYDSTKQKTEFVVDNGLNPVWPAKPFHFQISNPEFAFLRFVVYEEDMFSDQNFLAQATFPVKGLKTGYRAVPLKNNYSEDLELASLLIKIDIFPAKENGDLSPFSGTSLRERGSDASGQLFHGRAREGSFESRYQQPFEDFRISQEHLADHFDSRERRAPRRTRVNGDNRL
ssDAF-12 act: activates DAF-12 receptor from parasite S. stercoralis; activation, % at 6.8 µM; 1% of 370,000 active; HEK293 ssDAF-12/GRIP1 lit1-tk-luc reporter, luminescence; % of 3 µM dafachronic acid response;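 active means activation above the mean over all tested compounds plus 3 SD, cut at about 0.9% in these data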;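 further: 0% = DMSO-only wells and 100% = 3 µM delta7-dafachronic acid wells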
DAX1 inh-1: DAX1 (NR0B1) inhibition, primary screen. HEK293T StAR-luciferase reporter, SF-1/DAX-1 repression relief. inhibition, % at 6.8 µM. 1.1% of 370,000 active. AID 652010;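 active means inhibition above the mean over all tested compounds plus 3 SD, cut at about 3.6% in these data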;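 further: 0% = DAX-1 cells with DMSO and 100% = cells lacking DAX-1 with DMSO; higher inhibition means more luminescence from relief of DAX-1 repression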
ADAM17 inh: inhibitors of human ADAM17 | P78536 | inhibition, % at 6.95 µM | recombinant ADAM17, EDANS/DABCYL FRET peptide cleavage | 0.83% of 370,000 active;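 active means inhibition above the mean of compounds lying between control limits plus 3 SD, set per campaign, cut at about 8.5% in these data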;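 further: 0% = DMSO-only wells as the low control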
DAX1 inh-2: NR0B1 (DAX1) inhibition. AID 504766. inhibition, % at 6.75 µM. 0.99% of 340,000 active. P51843. HEK293 Gal4-DAX1 luciferase reporter, luminescence;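 active means inhibition above the mean over all tested compounds plus 3 SD, cut at about 4.2% in these data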;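 further: 0% = DAX1-transfected cells with DMSO and 100% = empty-vector control cells with DMSO; inhibition shows as a rise in luminescence from relieved DAX1 repression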
ADAM10 inh: ADAM10 inhibition, QFRET primary screen; O14672; recombinant ADAM10, EDANS/DABCYL FRET peptide cleavage, 3 h; inhibition, % at 7 µM; 0.62% of 370,000 active;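 active means inhibition above a per-campaign cutoff equal to the mean of compounds falling between control-based bounds plus 3 SD, cut at about 20% in these data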;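 further: 0% = DMSO wells while the 100% control is not disclosed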
hgDAF12 agonist: hgDAF-12 agonism, primary luciferase screen. activation, % at 6.8 µM. 1.8% of 370,000 active. HEK293 GAL4-hgDAF12 UAS-luciferase reporter, agonist luminescence; normalized to butyrate control;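 active means activation above a cutoff set at the mean of all screened compounds plus 3 SD, cut at about 10% in these data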;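 further: 0% = DMSO wells and 100% = sodium butyrate wells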
hcDAF-12 act: activators of H. contortus DAF-12 nuclear receptor. HEK293 hcDAF-12 lit1-tk-luc reporter, luminescence; 0% DMSO, 100% Δ7-dafachronic acid. activation, % at 6.8 µM. 1.4% of 370,000 active. AID 652067;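 active means activation above the mean of all tested compounds plus 3 SD, cut at about 5.5% in these data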;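 further: 100% = response to 3 µM Δ7-dafachronic acid high control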
HGIII-sPLA2 inh: Blocks human group III sPLA2 activity. inhibition, % at 12.2 µM. AID 743126. 0.56% of 370,000 active. QFRET BODIPY PC-A2 liposome hydrolysis, fluorescence. Q9NZ20;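 active means inhibition above mean plus 3 SD of compounds lying within the high and low control bounds, cut at about 19% in these data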;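 further: 0% = median of test compound wells and 100% = no enzyme DMSO wells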
GAA850 FXN act: frataxin GAA850 promoter activation; activation, % at 6 µM; 0.56% of 360,000 active; HEK293 lucGAA850 FXN promoter luciferase reporter, 24 h; percent of 10 µM SAHA response;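 active means activation above the average of all compounds screened plus 3 SD, cutoff fixed separately per campaign, cut at about 7.5% in these data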;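 further: 0% = DMSO wells and 100% = 10 µM SAHA wells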
Numbers without * were called inactive; i = inactive; . = no result given.

SMILES	PLCb3 inh	PLCg1 inh	ssDAF-12 act	DAX1 inh-1	ADAM17 inh	DAX1 inh-2	ADAM10 inh	hgDAF12 agonist	hcDAF-12 act	HGIII-sPLA2 inh	GAA850 FXN act
N#CCCn1c(=O)n(CCC#N)c2ccccc21	-3.2	2.9	-1.2	0.5	2.6	.	4.8	-1.6	2.6	6.2	-0.1
CCOC(=O)C1=C(C)N(C[C@@H]2CC[C@@H](Cc3ccc(-c4ccccc4)cc3)O2)C(=O)NC1C1CC1 (stereo not given in full)	2.8	-0.9	-1.9	-0.7	1.9	-0.1	5.6	-0.9	1.1	-0.8	2.4
CCCCNC(=O)CC(=O)Nc1ccccc1C(=O)O	-4.5	-0.9	-1.0	0.5	3.0	-0.6	-6.4	-0.3	-0.5	3.9	0.5
Cn1c(=O)cc(SCC(=O)N2CCN(c3ccccn3)CC2)c2ccccc21	0.9	-2.3	-0.9	0.5	-3.7	0.0	-11.4	-3.2	-1.3	-3.0	0.5
Cc1cc(C)c(C)c(S(=O)(=O)Nc2ccc(OCC(=O)O)cc2)c1C	2.6	-0.1	-0.8	0.6	-2.1	-0.8	-13.0	0.6	1.4	-4.6	1.9
Fc1cccc(Cl)c1Cn1nnc2c(-n3ccnc3)ncnc21	-1.1	5.2	-1.2	-1.2	-2.5	-1.4	3.4	0.4	-0.1	0.0	1.6
O=C1CN(C(=O)COC(=O)c2ccccc2NCc2ccco2)c2ccccc2N1	-472.3	-397.8	-1.6	0.1	-295.0	-0.2	i	0.0	-0.1	-18.4	0.2
CCN(CC)CCC#CC(O)(c1ccccc1)C1CCCCC1 (stereo not given)	1.2	-1.0	-1.1	-0.6	-0.4	-0.1	-1.3	-0.7	-1.2	-6.7	-1.8
O=S(=O)(c1ccc(-c2n[nH]c(=S)o2)cc1)N1CCCC1	-130.0	-96.6	-1.0	0.5	1.4	1.4	-1.5	0.8	0.2	21.2*	0.8
CC(NC(=O)c1cc(S(=O)(=O)N(C)C)ccc1Cl)C1CC2CCC1C2 (stereo not given)	-1.4	-1.0	-1.3	-0.6	0.3	-0.8	7.0	-1.4	0.1	2.5	-1.2
CCOC(=O)C1(CC)NC(c2ccc(N(C)C)cc2)C2C(=O)N(C)C(=O)C21 (stereo not given)	-0.2	-1.4	-1.3	-0.6	-5.5	0.3	-3.4	-3.4	-1.5	-6.6	-2.9
Cn1cc(S(=O)(=O)NCc2ccco2)c(=O)n(C)c1=O	2.8	1.8	-1.1	-0.5	2.1	0.1	-0.4	-1.2	0.2	-0.3	0.5
O=C(OCc1ccccc1)c1c(-c2ccccc2)oc2c1C(OCCO)CCC2 (stereo not given)	-15.9	-11.5	1.5*	-1.1	-6.9	.	-24.2	0.7	0.8	-5.0	.
CC(C)c1nc(CNC(=O)C2CCC(=O)N(CCc3ccc(Cl)cc3)C2)no1 (stereo not given)	-8.5	4.6	-0.8	-1.2	0.1	0.7	-9.6	-1.9	0.4	7.8	1.2
O=C(Cc1ccc(-n2c(=O)c3sccc3n(CC(=O)Nc3ccccc3F)c2=O)cc1)NCc1ccco1	-6.2	1.6	-1.8	-0.4	-1.4	-0.8	2.4	0.2	-1.2	-11.7	0.6
CC(C)C(=O)NC(NC1CCS(=O)(=O)C1)C(Cl)(Cl)Cl (stereo not given)	-8.1	2.2	-1.8	0.1	-7.4	0.1	-5.1	1.0	-1.3	3.9	-0.9
O=S1(=O)N=C(N2CCCc3ccccc32)c2ccccc21	4.2	1.4	-1.4	-0.1	-1.1	2.6	-12.4	-0.2	-1.6	5.3	-1.4
O=C(NC1CC1)c1sccc1-n1cccc1	3.8	4.3	-1.2	0.0	6.7	0.6	7.9	-2.9	-1.3	-1.0	1.0
O=C(CC1S/C(=N\S(=O)(=O)c2ccc(F)cc2)N(c2ccccc2)C1=O)Nc1ccccc1 (stereo not given)	4.0	4.8	-1.2	0.1	3.6	-2.3	4.8	2.4	-1.6	-67.8	0.8
COc1ccc(Cc2nc(-c3cccs3)no2)cc1OC	-7.1	-1.1	-1.0	-1.2	2.8	-1.1	7.1	8.6	-2.4	3.7	3.9
CC[N+](CC)(CC)C/C(N)=N/O	3.0	-2.5	-1.1	0.3	-3.9	2.2	3.1	1.3	-0.1	-1.6	-0.4
CCN1CCCC1CN(Cc1cc2ccc(C)cc2[nH]c1=O)C(=S)Nc1cccc(OC)c1 (stereo not given)	-1.5	-0.2	-0.6	1.4	0.7	0.2	-10.9	2.9	1.4	-0.2	0.8
Oc1c(Cl)cc(Cl)cc1C(C#Cc1ccccc1)N1CCOCC1 (stereo not given)	-18.2	-16.9	-1.0	-1.2	-3.4	0.2	4.1	-0.3	0.4	0.0	-1.0
COC(CNC(=O)C(C)n1nc(C)c2ccccc21)OC (stereo not given)	-1.6	3.2	-0.3	0.7	-3.5	1.4	-7.9	-0.5	0.1	2.2	1.3
CC(C)NC(=O)Nc1cccc(Cl)c1	-8.9	0.7	-1.3	0.3	-10.8	-0.7	4.5	-0.4	-1.6	9.0	4.3

Remaining list, next part.
SMILES	PLCb3 inh	PLCg1 inh	ssDAF-12 act	DAX1 inh-1	ADAM17 inh	DAX1 inh-2	ADAM10 inh	hgDAF12 agonist	hcDAF-12 act	HGIII-sPLA2 inh	GAA850 FXN act
CN(Cc1ccccc1)C(=O)c1cnc2n(c1=O)CCS2	3.2	-3.7	-1.6	0.8	-3.2	0.6	4.0	-1.5	-0.9	5.9	-1.4
COc1ccc(CCN2C(=O)CCC2(C)C(=O)NC2CCCC2)cc1OC (stereo not given)	-6.7	-1.7	-1.7	-0.5	-2.0	-0.8	-2.2	3.5	-0.2	0.0	0.8
C#CCNC(=O)C[C@H]1C[C@@]2(C(=O)OC)C(=C[C@H](COCc3ccccc3)O[C@@H]2C)N(CCCCCCCC)C1=O	-2.3	-3.1	-1.6	0.1	1.7	.	2.0	-0.7	-2.9	-12.2	.
CC(=O)OCC1OC(n2ccc(=O)[nH]c2=O)C(O)C1O (stereo not given)	2.9	3.8	-0.5	0.5	-2.6	-0.7	6.1	-0.3	-1.3	-0.5	0.1
CC(=O)Nc1ccc(S(=O)(=O)Nc2ccc(Cl)nn2)cc1	0.0	-1.6	-0.6	0.8	-4.6	-0.1	-2.9	-0.8	1.7	7.5	2.3
O=C(CSc1nc2ccccc2nc1N1CCCC1)Nc1ccc(Cl)cc1	-7.2	-7.8	-0.6	0.5	-2.2	2.1	-20.3	0.3	0.3	0.6	3.1
Cc1ccc(-n2nc3c(c2NC(=O)c2cccs2)CS(=O)(=O)C3)cc1	-6.4	0.3	-1.2	0.5	2.2	-0.1	3.4	-0.2	4.5	-4.6	3.3
C=C(C)COc1ccc2oc(C)c(C(=O)OCCOC)c2c1	1.4	2.0	-0.8	0.1	-2.2	1.1	8.3	0.1	0.6	3.9	-0.8
CC12CC3CC(C)(C1)CC(C(=O)Nc1nn[nH]n1)(C3)C2	1.7	2.1	-1.4	0.8	-3.1	-1.2	1.1	4.8	-1.4	-0.9	2.1
COc1ccc(OC)c(S(=O)(=O)NCCO)c1	-1.8	-4.0	-0.9	0.4	0.0	-0.6	8.2	-1.6	-0.2	0.5	-2.0
C[C@H]1C(=O)CC[C@@]23CCCN2C(=O)CCC[C@@H]13	3.0	2.7	-1.8	.	-8.1	.	-8.1	-1.4	-1.0	11.6	.
Cc1ccc2nc(C)c3c(c2c1)N(c1ccccc1)CC3	-389.4	-276.6	-1.7	-0.5	-12.3	.	-31.9	0.6	-1.6	10.5	-2.4
O=c1c2cc(F)ccc2[nH]c(=S)n1Cc1ccc(F)cc1	-3.5	-3.6	-1.6	-0.1	0.4	-1.1	-4.4	-2.3	1.3	12.1	1.8
CCc1ccc(NC(=O)CSc2nc3ccsc3c(=O)n2CCC(=O)O)cc1	-7.7	-0.1	-1.4	-0.9	-2.1	-0.1	9.6	-1.7	0.5	0.6	-1.9
CC(=O)Nc1ccc(CC#N)cc1	-1.9	1.5	-1.6	-0.4	-2.5	-0.1	-4.2	1.4	0.4	-1.2	-1.2
O=C(O)c1csc(Cc2ccccc2)n1	3.9	7.1	-1.1	0.5	1.8	1.1	-3.4	-0.8	-0.1	1.6	1.6
COC(=O)c1sccc1NC(=O)CSc1nnnn1-c1ccccc1F	-1.1	-2.6	-1.1	-0.6	0.0	-0.1	8.3	0.6	-0.8	-26.4	-1.2
O=C(OCc1cn(Cc2ccc(F)cc2F)nn1)N1CCCC1	0.0	3.4	-1.2	-0.3	-6.2	.	-15.1	-1.8	-0.5	15.2	.
O=C(Nc1cccc2c1CCCC2)c1ccccc1Cl	-4.5	1.9	-1.4	-0.1	6.0	-1.1	9.8	0.9	-1.2	-5.2	1.1
COC(=O)[C@]12CCCCC=C1N(Cc1ccc3c(c1)OCO3)C(=O)[C@H](CC(=O)N1CCOCC1)C2	-2.4	1.7	-1.0	-0.4	-2.4	.	-7.3	-2.7	-1.0	13.9	.
O=C(Nc1cccc2cccnc12)c1cccnc1	2.2	4.9	0.5	-0.2	0.9	0.7	-2.7	4.1	3.8	2.0	1.1
O=S(=O)(Nc1ccc(O)c(Sc2nc3ccccc3s2)c1)c1ccc(Cl)cc1	2.5	0.7	-1.7	0.2	7.7	-1.9	15.1	-0.2	0.0	-41.2	2.8
Cc1ccc(N=Nc2c(C)[nH]n(C(N)=S)c2=O)cc1C	1.9	0.8	0.1	1.5	-1.4	-0.1	-1.8	6.2	9.2*	7.3	3.1
O=C(Nc1ncc(Cl)cc1Cl)c1c(F)cccc1Cl	-20.5	-11.4	-1.4	-0.8	-17.5	-0.3	-32.4	2.7	0.0	5.6	0.8
C#CCOC(=O)/C(=C/C=C/c1ccccc1)NC(=O)c1ccccc1	-6.2	-3.2	-1.0	-0.5	-1.6	-1.6	3.4	-2.2	-0.5	8.0	0.9
Cc1csc(NC(=S)Nc2cccc(Cl)c2)n1	2.0	-2.1	-1.1	0.0	7.0	-0.9	23.1*	6.1	4.3	4.0	4.7
COC(=O)C1=C(C)NC2=C(C(=O)CCC2)C1c1cn(Cc2ccc(Br)cc2)nc1-c1ccccc1 (stereo not given)	i	-434.3	-1.4	-1.6	-186.6	0.1	i	-3.5	-2.3	-34.1	-2.0
COc1cc(Br)c(Br)cc1N	-8.5	3.2	-0.6	-0.5	-1.4	2.1	-6.1	-0.2	-0.8	8.1	1.1

Reformatted comma-delimited: entries from further up.
structure,PLCb3 inh,PLCg1 inh,ssDAF-12 act,DAX1 inh-1,ADAM17 inh,DAX1 inh-2,ADAM10 inh,hgDAF12 agonist,hcDAF-12 act,HGIII-sPLA2 inh,GAA850 FXN act
O=c1c2cc(F)ccc2[nH]c(=S)n1Cc1ccc(F)cc1,-3.5,-3.6,-1.6,-0.1,0.4,-1.1,-4.4,-2.3,1.3,12.1,1.8
CCc1ccc(NC(=O)CSc2nc3ccsc3c(=O)n2CCC(=O)O)cc1,-7.7,-0.1,-1.4,-0.9,-2.1,-0.1,9.6,-1.7,0.5,0.6,-1.9
CC(=O)Nc1ccc(CC#N)cc1,-1.9,1.5,-1.6,-0.4,-2.5,-0.1,-4.2,1.4,0.4,-1.2,-1.2

Source: PubChem BioAssay
